pPAFAH FP inh = pPAFAH (human) enzyme inhibition; Q13093; recombinant pPAFAH, FP-rhodamine probe fluorescence polarization; inhibition, % at 3.39 µM; 1.5% of 330,000 active; AID 463082;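 active = inhibition above the mean inhibition across the screen plus 3 SD, cut at about 25% in these data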;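 also: inhibitors block binding of the rhodamine activity-based probe so polarization drops; 0% = enzyme with DMSO and 100% = wells lacking pPAFAH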
GSTO1 inh = counter-screen for RBBP9 inhibitors: inhibitors of human GSTO1; inhibition, % at 5.96 µM; recombinant GSTO1, activity-based probe fluorescence polarization; P78417; 1.1% of 300,000 active;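 active = inhibition above the campaign mean inhibition plus 3 SD, cut at about 35% in these data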;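 also: 0% = GSTO1-1 with DMSO and 100% = wells lacking GSTO1-1 enzyme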
PAFAH1B2 FP inh = PAFAH1B2 (human) inhibition; P68402; 1.2% of 340,000 active; AID 492953; recombinant PAFAH1B2, FP-rhodamine activity probe, fluorescence polarization; inhibition, % at 3.39 µM;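 active = inhibition above the mean of all tested compounds plus 3 SD, cut at about 24% in these data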;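 also: 0% = enzyme with DMSO and 100% = wells lacking PAFAH1B2; many of its hits are not listed in these tables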
Target sequence (P68402 whole entry, looked up): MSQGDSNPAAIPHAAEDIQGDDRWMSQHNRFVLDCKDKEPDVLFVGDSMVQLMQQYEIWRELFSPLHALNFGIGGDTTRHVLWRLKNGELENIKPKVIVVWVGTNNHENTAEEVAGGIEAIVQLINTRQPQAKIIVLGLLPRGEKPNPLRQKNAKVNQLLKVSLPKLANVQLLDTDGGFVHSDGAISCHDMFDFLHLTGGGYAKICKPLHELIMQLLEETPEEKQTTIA
PAFAH2 FP inh = PAFAH2 (human) inhibition; recombinant PAFAH2, FP-rhodamine activity probe, fluorescence polarization; inhibition, % at 3.39 µM; Q99487; 0.99% of 340,000 active;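 active = inhibition above the mean over all tested compounds plus 3 SD, cut at about 30% in these data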;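 also: inhibitors block probe labeling of enzyme so polarization drops; 0% = enzyme with DMSO and 100% = wells lacking PAFAH2 protein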
PAD4 FP inh = inhibitors of human PAD4. Q9UM07. recombinant PAD4, RCA probe fluorescence polarization. inhibition, % at 6.36 µM. 0.41% of 330,000 active;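 active = percent inhibition above a cutoff equal to the mean of all tested compounds plus 3 SD, cut at about 15% in these data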;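 also: 0% = PAD4 with RCA probe and DMSO and 100% = probe without PAD4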
PME-1 primary = PME-1 (human) inhibition; Q9Y570; 0.53% of 320,000 active; recombinant PME-1, FP-Rh probe fluorescence polarization; inhibition, % at 5.9 µM;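 active = inhibition above the campaign mean of all compounds plus 3 SD, cut at about 26% in these data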;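 also: competitive labeling of PME-1 active site by serine hydrolase directed probe; 0% = PME-1 with DMSO and 100% = wells lacking PME-1 enzyme; inhibitors block probe labeling so polarization falls and inhibition rises; many of its hits are not listed in these tables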
Target sequence (Q9Y570 whole entry, looked up): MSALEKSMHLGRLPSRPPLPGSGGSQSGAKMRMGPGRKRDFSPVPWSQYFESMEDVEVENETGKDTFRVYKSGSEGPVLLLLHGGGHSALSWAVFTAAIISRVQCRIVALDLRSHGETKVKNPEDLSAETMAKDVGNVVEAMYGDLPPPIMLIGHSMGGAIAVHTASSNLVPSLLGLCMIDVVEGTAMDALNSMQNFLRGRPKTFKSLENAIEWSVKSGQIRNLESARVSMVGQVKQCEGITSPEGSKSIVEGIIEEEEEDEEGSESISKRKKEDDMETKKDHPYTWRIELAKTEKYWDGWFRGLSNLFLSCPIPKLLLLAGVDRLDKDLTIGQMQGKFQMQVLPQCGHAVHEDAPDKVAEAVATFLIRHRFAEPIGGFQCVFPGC
Fam108B inh = Fam108B inhibition, counter-screen for RBBP9 inhibitors. recombinant Fam108B, FP-Rh probe fluorescence polarization. inhibition, % at 9.51 µM. 0.33% of 300,000 active. AID 1947;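 active = inhibition above the screen mean inhibition plus 3 SD, computed separately per campaign, cut at about 18% in these data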;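 also: inhibitors lower polarization as less probe binds the enzyme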
PAFAH1B3 FP inh = inhibitors of human PAFAH1B3. AID 492972. 0.28% of 340,000 active. Q15102. recombinant PAFAH1B3, FP-rhodamine probe, fluorescence polarization. inhibition, % at 3.39 µM;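 active = inhibition above the screen-wide average of all tested compounds plus 3 SD, cut at about 25% in these data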;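 also: 0% = enzyme with DMSO only and 100% = wells lacking PAFAH1B3 protein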
Target sequence (Q15102 whole entry, looked up): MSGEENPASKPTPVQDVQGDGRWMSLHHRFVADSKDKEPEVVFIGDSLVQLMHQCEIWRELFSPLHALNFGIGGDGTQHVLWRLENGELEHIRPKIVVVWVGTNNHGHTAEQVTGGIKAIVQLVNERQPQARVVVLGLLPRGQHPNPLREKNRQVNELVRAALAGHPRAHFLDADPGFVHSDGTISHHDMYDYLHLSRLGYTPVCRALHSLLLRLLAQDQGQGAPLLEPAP
LYPLA1 inh = blocks human lysophospholipase 1, a PME1 counter-screen; O75608; recombinant LYPLA1, FP-Rh probe fluorescence polarization; inhibition, % at 5.9 µM; 0.16% of 320,000 active;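 active = inhibition above the mean of all tested compounds plus 3 SD, set per campaign, cut at about 14% in these data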;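 also: inhibitors block serine hydrolase probe labeling of LYPLA1 so polarization falls; 0% = enzyme with DMSO and 100% = wells lacking LYPLA1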
Target sequence (O75608 whole entry, looked up): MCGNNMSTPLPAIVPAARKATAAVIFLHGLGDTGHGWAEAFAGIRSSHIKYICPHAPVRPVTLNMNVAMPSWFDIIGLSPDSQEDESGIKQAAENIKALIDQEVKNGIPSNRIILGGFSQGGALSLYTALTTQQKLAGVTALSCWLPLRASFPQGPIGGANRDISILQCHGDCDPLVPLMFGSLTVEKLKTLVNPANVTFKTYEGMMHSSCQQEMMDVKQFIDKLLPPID
* hit, by the source's call; x = not tested or not shown.

SMILES	pPAFAH FP inh	GSTO1 inh	PAFAH1B2 FP inh	PAFAH2 FP inh	PAD4 FP inh	PME-1 primary	Fam108B inh	PAFAH1B3 FP inh	LYPLA1 inh
Cc1ccc(CN(C(=O)c2cc(=O)c3cc(Cl)c(C)cc3o2)C2CCS(=O)(=O)C2)cc1 (centres undefined)	1	-5	0	-6	0	3	4	-3	1
CCCN(Cc1cc2cc(OC)ccc2[nH]c1=O)C(=O)c1ccco1	6	2	3	-3	-1	3	-3	1	2
COc1cc(C(=O)Nc2ccc(NC(=O)c3ccccc3Cl)nc2)cc(OC)c1OC	1	-12	-3	6	-1	-3	-1	15	-1
CC1Cc2ccccc2N1C(=S)Nc1ccc(S(N)(=O)=O)cc1 (centres undefined)	3	-1	7	0	-3	-6	-1	3	3
CCCCNC(=S)NNC(=O)C1=NN(c2cc(C)ccc2C)C(=O)CC1	4	-4	3	-10	1	-4	1	5	2
CCCCCN1N=C(C)CC1=O	-3	30	6	-2	22*	-5	-2	1	-4
COCCC(=O)N1CCC(Oc2ccc(C(=O)NCCc3ccccn3)cc2)CC1	1	-1	5	-2	-2	1	4	0	1
COc1ccccc1CN(C)CC(=O)NC1CCCc2ccccc21 (centres undefined)	3	8	2	2	1	8	3	9	0
COc1ccc(C(=O)N=C2SC3CS(=O)(=O)CC3N2c2ccccc2)cc1OC (centres undefined)	-4	2	-1	8	-2	-2	5	9	0
Cc1c2cnn(CC(=O)O)c(=O)c2c(C)n1Cc1ccccc1	-3	-6	7	4	-3	-5	3	-5	1
CCN(CC)C(=O)CN1C(=O)c2cccc3cccc1c23	-6	8	6	-1	3	2	-3	5	0
CCCn1c(C(CO)Nc2nc(C)cs2)nc2ccccc21 (centres undefined)	6	6	-4	1	1	1	1	5	3
CCCNS(=O)(=O)c1cc(CN2C(=O)c3cccnc3C2=O)ccc1OC	1	3	2	5	-4	-1	-1	2	5
COC(=O)c1ccccc1NC(=O)CSc1nc(-c2ccco2)cc(C(F)(F)F)n1	1	-3	3	-5	-3	1	-7	5	-2
Cn1c(N2CCOCC2)nc(-c2ccccc2)c1-c1ccccc1	2	9	0	6	-4	-8	-1	4	-1
COc1ccc(NC(=O)N(C)C[C@H]2Oc3c(NC(=O)Nc4c(C)noc4C)cccc3C(=O)N([C@H](C)CO)C[C@@H]2C)cc1	3	x	3	5	-4	x	x	19	x
COc1cccc(NC(=O)C(C#N)Cc2ccncc2)c1 (centres undefined)	2	9	5	-1	-1	-6	1	9	-1
O=C(Nc1ccccc1)N(Cc1cccs1)C1CCCC1	-1	-4	12	-6	1	3	-2	2	0
NNC(=O)CSc1ncc(-c2ccccc2)[nH]1	3	-4	7	1	-2	10	3	19	2
COC(=O)Cc1ccc(NC(=S)NCc2ccc(S(N)(=O)=O)cc2)cc1	5	8	0	-4	3	0	0	6	2
O=C(O)c1cc2cccc(S(=O)(=O)N3CCOCC3)c2cc1O	2	-2	7	-5	-4	-6	-4	13	1
CCCCC[C@H]1CN(CCCC)C(=O)[C@@H]1CC(=O)NCc1ccccc1	8	1	3	-1	2	4	2	-5	-2
O=C(Nc1ccccc1)NC1(C(=O)N2CCN(C(=O)c3ccco3)CC2)CCCCC1	-2	-3	-2	2	-2	-3	4	1	1
Cc1cccc(Cn2nc(C(C)(C)C)cc2C(=O)Nc2ccc(F)cc2)c1	-8	-3	x	x	2	-12	-10	x	-10
CCCc1cc(=O)[nH]c(SCC(=O)NCc2ccc3c(c2)OCO3)n1	0	3	7	7	0	5	-4	0	-3
COc1cc(C2NC(=O)NC(c3ccccc3)=C2C(C)=O)ccc1OCC(=O)O (centres undefined)	-1	-1	4	-6	-3	-3	-1	1	0
CCOC(=O)c1c(NC(=O)CSc2nc3cccnc3n2C)sc(C(C)=O)c1C	0	-10	-1	4	9	1	-7	2	-2
CCN(CC)CCCn1c(C)cc2c(c1=O)C(c1cc(OC)c(OC)cc1OC)C(C#N)=C(N)O2 (centres undefined)	-2	3	1	4	2	-2	0	3	-2
CC(=O)Nc1ccccc1NC(=O)C/C(C)=N/NC(=O)c1ccc([N+](=O)[O-])c(Cl)c1	2	3	-5	-3	-6	-2	0	16	0
CNC(=O)COC(=O)/C=C/c1ccc(F)cc1	-2	-9	2	5	-2	0	7	1	-1
Cc1cc(C)c2c(c1)/C(=C/C(=O)c1ccc(Br)s1)C(=O)N2	4	2	5	-6	2	-3	1	3	2
CC(C)OC(=O)c1c(N)n(CCCN2CCOCC2)c2nc3ccccc3nc12	5	2	2	4	-5	-5	-5	4	1
COc1ccc(Nc2c3c(nc4ccccc24)CCCC3)cc1OC	5	5	-3	3	3	-11	3	-2	-2
Cc1nnc(SCC(=O)NNC(=O)C(C)C)[nH]c1=O	7	5	6	-7	0	-2	2	-4	0
Cc1ccc(Cl)cc1N1CCN(C(=O)Cc2c(C(=O)O)[nH]c3ccc(Cl)cc23)CC1	11	-13	5	3	-6	6	-10	0	-1
CC(C)(C)c1nnc(NC(=O)Nc2ccc(Cl)cc2)s1	1	-2	-1	0	1	-4	2	15	2
Nc1cc(N)nc(SCCOc2ccccc2)n1	6	-7	-3	12	0	4	-4	-4	2
COC(=O)c1ccccc1-c1ccc(/C=N/Nc2nc(N3CCCC3)nc(N3CCCC3)n2)o1	12	-10	-3	-3	-3	7	3	4	-2
Cc1ccc(N2CCN(C3=NC(=O)/C(=C\c4cn[nH]c4-c4ccccc4)S3)CC2)cc1	5	-5	7	10	-4	4	1	5	1
COc1ccc(C2=NS(=O)(=O)N(C)C(C(=O)NC3CCCCC3)=C2)cc1OC	1	2	3	-5	-1	-1	1	-3	0
COc1ccc(CCNC(=O)CSc2nc3[nH]ncc3c(=O)n2-c2ccc(Cl)cc2Cl)cc1OC	2	5	3	4	-1	-5	5	10	-5
CC(=O)c1ccc(NC(=O)CSC(C)C)cc1	-5	2	-2	-3	2	2	0	0	-5
O=c1[nH]c(=O)n(Cc2ccco2)c2c1C(C(F)(F)F)(C(F)(F)F)N=C(CCC1CCCCC1)N2	-2	5	-3	0	0	2	-7	5	0
CN(C)c1ccc(C(C#N)c2ccccc2)nn1 (centres undefined)	0	6	3	0	-4	6	-1	-3	1
N=c1n(CCCOc2ccc(F)cc2)c2ccccc2n1CC(N)=O	3	2	7	-1	4	-3	2	5	0
CC1CCC(NC(=O)C2(C)CCC(=O)N2Cc2cccnc2)CC1 (centres undefined)	4	4	5	3	-2	-3	-2	-7	-1
CCC(C)NC(=O)C1CC(c2ccc(OC)cc2)=NO1 (centres undefined)	-2	2	2	0	1	-1	0	8	-1
CCOc1ccc(OCC)c(NC(=O)CC2Oc3ccccc3NC2=O)c1 (centres undefined)	-2	3	-2	0	3	1	0	10	1
COCCNC(=O)c1ccccc1NS(=O)(=O)c1ccc(C)c([N+](=O)[O-])c1	-2	-3	3	-2	-2	-2	-3	9	5
CCCNCc1cc(Cl)c(OCC)c(Cl)c1	3	4	3	8	10	4	0	6	0
(list continues)
SMILES	pPAFAH FP inh	GSTO1 inh	PAFAH1B2 FP inh	PAFAH2 FP inh	PAD4 FP inh	PME-1 primary	Fam108B inh	PAFAH1B3 FP inh	LYPLA1 inh
Cc1cc(C(=O)CSc2nnc(-c3cccnc3)n2-c2ccccc2)c(C)n1CC1CCCO1 (centres undefined)	0	4	2	-9	0	6	-4	8	-3
O=c1[nH][nH]c(C(F)(F)F)c1C=Nc1ccccc1Cl	0	1	6	-4	2	1	-1	6	-2
CCC(=O)N1CCN(c2ccccc2NC(=O)c2cccc(C)c2)CC1	0	10	4	4	2	5	7	-3	1
COC(=O)c1cnn2c(C)c(Cc3cccc(F)c3)c(C)nc12	13	2	2	-7	0	-2	3	1	5
Cc1ccc2nc(NC(=O)CS(=O)(=O)Cc3ccccc3)sc2c1	9	1	4	5	-1	-2	-2	-3	-2
COc1ccccc1N(Cc1cc2cccc(C)c2[nH]c1=O)C(=O)C(C)C	0	0	-3	-6	2	2	-2	2	2
Fc1ccc(-c2noc(C3CCN(Cc4cccnc4)CC3)n2)cc1	4	-2	4	7	-1	-4	1	7	4
C#CCNC(=O)c1ccc(OCc2ccccc2)cc1Cl	0	7	10	1	0	-10	-2	7	-4
Cc1ccc(-c2cc(C(=O)NC3CCCCC3)no2)cc1	3	0	-1	0	3	1	1	7	1
CC1(/[N+]([O-])=C/c2ccc(F)cc2)CCCCC1=O (centres undefined)	2	-6	4	-4	-2	4	1	2	1

Three entries out of the list above, ordered by the value under PAFAH2 FP inh, rising.
| smiles | PAFAH2 FP inh |
| --- | --- |
| Cc1cc(C(=O)CSc2nnc(-c3cccnc3)n2-c2ccccc2)c(C)n1CC1CCCO1 (centres undefined) | -9 |
| O=c1[nH][nH]c(C(F)(F)F)c1C=Nc1ccccc1Cl | -4 |
| CCC(=O)N1CCN(c2ccccc2NC(=O)c2cccc(C)c2)CC1 | 4 |

The list continues.
SMILES	pPAFAH FP inh	GSTO1 inh	PAFAH1B2 FP inh	PAFAH2 FP inh	PAD4 FP inh	PME-1 primary	Fam108B inh	PAFAH1B3 FP inh	LYPLA1 inh
COc1ccccc1NC(=O)NCc1ccc(C)n1C	6	5	4	1	3	1	1	-2	6
Cc1ccc(C(CC(=O)NCc2ccco2)c2ccc(OC(C)C)cc2)cc1 (centres undefined)	0	4	-1	-4	-1	1	-2	-3	3
COc1nc(N)nc(N2CCOCC2)n1	-2	-4	3	-6	3	-4	5	2	-5
Fc1ccccc1COc1ccc(/C=N/n2cnnc2)cc1	5	-2	0	11	-5	8	3	0	4
COc1ccc(S(=O)(=O)Nc2ccc(F)c(Cl)c2)cc1OC	18	15	2	8	-5	-3	-4	-2	3
CC(C)C(C)NC(=O)COc1nc2ccccc2nc1N(C)C1CCCCC1 (centres undefined)	6	3	4	-12	0	0	1	4	0
CCCN=C(Nc1ccc(Cl)cc1)c1cccnc1	-2	8	3	6	2	-9	0	3	2
Cc1ccc(NC(=O)NN2CCOCC2)cc1	-3	7	-1	1	1	5	3	3	0
O=C(NCCc1ccccc1)C1CCN(S(=O)(=O)c2cccc3nonc23)CC1	-4	7	0	-1	1	2	4	4	-4
CC1=CC2CC1C1C(=O)N(c3ccc(S(=O)(=O)Nc4nc(C)cc(C)n4)cc3)C(=O)C21 (centres undefined)	-1	1	0	4	1	-2	0	-1	0
COC(=O)c1sccc1NC(=O)c1c(Cl)cccc1Cl	2	14	4	6	-5	11	-2	5	2
C/C(Nc1ccccc1C(F)(F)F)=C1/CCOC1=O	9	8	2	0	0	-5	-3	-4	-2
O=c1c2[nH]c3ccccc3c2ncn1Cc1ccccn1	7	1	-2	-4	0	-2	3	-2	2
CCCN(Cc1ccc(C)cc1)C(=O)c1ccc(CNS(=O)(=O)c2ccc(C(C)=O)cc2)cc1	0	x	1	-3	-4	4	x	-1	-4
CCN(CC)C(=O)C(=O)N/N=C/c1ccc(C(=O)OC)cc1	5	-2	5	-6	-1	3	0	7	1
Cc1c(OCC(=O)NCc2ccccn2)ccc2c3c(c(=O)oc12)CCCC3	6	5	-2	11	2	3	2	9	-2
O=C(O)C1=NN(c2ccccc2)C(=O)CC1	3	6	3	2	-6	-3	0	4	5
O=C(c1ccc(NS(=O)(=O)c2cccc3cccnc23)cc1)N1CCOCC1	7	-3	3	-3	2	0	-7	3	1
CCCCOc1ccc(Cl)cc1CSc1nnc(CC)n1N	-4	-5	9	-2	4	-6	2	17	-3
O=C(NC(=O)c1ccncc1)NC(c1ccccc1)c1ccccc1	0	5	7	8	4	-3	-5	1	-2

Screening results: PubChem, The Scripps Research Institute Molecular Screening Center

The list is partial (hit frequency here may not be typical).
